# NadD block – blocks S. aureus nicotinate mononucleotide adenylyltransferase. purified NadD enzyme, colorimetric absorbance read-out. inhibition, % at 20 µM. actives 0.78% (n = 360,000); in the data active means inhibition above about 26%; further: some compounds past the cut are filed as inactive
# LMPTP inh – LMPTP (human) inhibition; recombinant LMPTP-A, OMFP fluorogenic substrate, fluorescence intensity; inhibition, % at 20 µM; actives 0.22% (n = 360,000);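 active means compounds that cut the enzyme signal by at least half of the control window in the single-dose screen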;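 further: plate controls were DMSO wells with enzyme plus substrate for no effect and substrate without enzyme for full effect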
# Target sequence (P24666 whole entry, looked up): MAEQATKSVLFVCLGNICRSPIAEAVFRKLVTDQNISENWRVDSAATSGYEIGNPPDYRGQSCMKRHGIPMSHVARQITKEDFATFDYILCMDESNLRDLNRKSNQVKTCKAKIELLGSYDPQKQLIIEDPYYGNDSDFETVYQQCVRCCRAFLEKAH
#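 Test system – LMPTP-A enzyme · Amount – LMPTP-A at 0.625 nM final in the reaction · Buffer or medium – Bis-Tris pH 6.0, DTT, detergent · Reagent – OMFP 400 µM · Doses – single 20 µM dose · Schedule – reaction 50 min, room temperature, dark · Detection – fluorescence intensity of OMFP turnover product · Evaluation – percent inhibition versus substrate-only and uninhibited controls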
# Neddyl block – blocks human cullin neddylation | TR-FRET cullin neddylation, biochemical | calls only at 25 µM | actives 0.58% (n = 360,000) | AID 651699; in the data active means inhibition above about 36%
# CSN deneddyl inh – CSN deneddylation inhibition. inhibition, % at 12.5 µM. Purified CSN, SCF-Nedd8-OG deneddylation, fluorescence polarization. actives 0.38% (n = 360,000). Q92905;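 active means pattern-corrected inhibition above about 35%, with an unprinted fluorescence ratio check between 0.5 and 1.5, limit read from the data, passing the limit was not always enough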;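 further: 0% = enzyme with substrate and 100% = substrate without enzyme; some results filed as inactive read as strong as hits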
#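 Assay system: HEK293T-derived human Csn5 enzyme; quantity: 0.24 nM enzyme; medium: Tris/NaCl/DTT buffer, pH 7.5; also added: substrate SCFSkp2-Nedd8OG, 10 nM; doses: 12.5 µM compound; schedule: 90 min reaction at room temperature; signal: FP; read-out: % inhibition of substrate cleavage by Csn5; benchmarks: substrate-only high control, full reaction low control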
# DNMT1 inh – DNMT1 (human) enzyme inhibition. P26358. DNMT1 molecular beacon, Hinp1I cleavage, fluorescence. inhibition (reported as % activation of signal), % at 10 µM. actives 0.83% (n = 360,000). AID 588458; in the data active means inhibition above about 50%
# Rpn11 block – blocks the human proteasome subunit Rpn11; human 26S proteasome, Ub4-pepOG fluorescence polarization; 20S core pre-blocked with epoxomicin; AID 588493; calls only at 20 µM; actives 0.59% (n = 360,000);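 active means inhibition at 20 µM, scaled to each plate's controls, above about 33%, limit read from the data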
# Rin1 Abl inh – human Rin1-Abl interaction inhibition | P00519+Q13671 | TR-FRET Rin1/Abl binding, biochemical | inhibition, % at 7.35 µM | actives 0.4% (n = 360,000) | AID 588664; in the data active means inhibition above about 5%, passing the limit was not always enough
# Scp1 inh – Scp-1 (human) phosphatase inhibition | Q9GZU7 | Recombinant Scp1, phosphopeptide, malachite green phosphate absorbance | inhibition, % at 20 µM | actives 0.88% (n = 340,000) | AID 493091;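 active means inhibition above about 50% at 20 µM, limit read from the data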;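 further: plate controls were DMSO wells with enzyme for no effect and wells lacking enzyme for full effect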
# Target sequence (Q9GZU7 76-261 limits assumed): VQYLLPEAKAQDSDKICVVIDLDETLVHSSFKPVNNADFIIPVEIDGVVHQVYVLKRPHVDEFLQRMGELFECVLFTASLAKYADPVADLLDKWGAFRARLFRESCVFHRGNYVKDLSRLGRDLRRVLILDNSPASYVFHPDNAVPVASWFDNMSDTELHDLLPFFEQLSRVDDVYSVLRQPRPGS
#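 Material: truncated SCP-1 phosphatase (76-261aa) / Buffer or medium: 50 mM Tris acetate pH 5.5, 0.005% Tween-20, 10 mM MgCl2 / Compound dosing: one concentration, 20 µM, with 1.0% DMSO / Incubation: 45 min room-temperature reaction, 5 min colour, 30 min stabiliser / Detection: colorimetric free-phosphate detection, absorbance 630 nm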
# SUMO1-SIM PPI – modulators of human SUMO1-mediated protein-protein interactions | actives 0.33% (n = 360,000) | AID 602429 | SUMO1 binding to a labelled peptide, TR-FRET, 1 h | inhibition, % at 20 µM | P63165; in the data active means inhibition above about 37%
# Target sequence (P63165 whole entry, looked up): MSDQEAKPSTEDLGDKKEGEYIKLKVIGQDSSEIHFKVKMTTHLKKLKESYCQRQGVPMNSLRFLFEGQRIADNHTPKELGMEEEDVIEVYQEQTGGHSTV
# STEP block – inhibitors of human striatal-enriched phosphatase STEP. AID 588621. P54829. recombinant STEP, OMFP fluorogenic substrate, fluorescence. inhibition, % at 20 µM. actives 0.25% (n = 360,000);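 active means inhibition at 20 µM, scaled per plate between control wells, above about 37%, limit read from the data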;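 further: 0% = DMSO with enzyme and substrate and 100% = substrate only without enzyme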
# Target sequence (P54829 whole entry, looked up): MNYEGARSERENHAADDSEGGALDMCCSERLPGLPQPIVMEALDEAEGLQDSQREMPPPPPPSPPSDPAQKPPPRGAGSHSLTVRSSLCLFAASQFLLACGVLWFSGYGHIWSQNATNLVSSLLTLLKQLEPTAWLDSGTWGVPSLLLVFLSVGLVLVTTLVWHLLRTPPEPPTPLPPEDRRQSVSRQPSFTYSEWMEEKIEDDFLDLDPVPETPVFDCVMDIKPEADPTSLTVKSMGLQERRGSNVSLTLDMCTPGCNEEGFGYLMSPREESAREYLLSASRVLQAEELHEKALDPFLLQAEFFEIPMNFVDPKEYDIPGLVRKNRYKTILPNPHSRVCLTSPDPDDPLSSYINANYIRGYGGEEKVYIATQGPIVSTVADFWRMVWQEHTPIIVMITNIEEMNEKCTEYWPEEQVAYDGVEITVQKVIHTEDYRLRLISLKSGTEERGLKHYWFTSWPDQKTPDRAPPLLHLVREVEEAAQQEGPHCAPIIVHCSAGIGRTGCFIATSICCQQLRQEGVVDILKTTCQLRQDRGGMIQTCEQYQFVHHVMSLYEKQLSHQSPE
#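 Assay system: isolated STEP enzyme / Timing: 20 min at room temperature, dark / Doses: 20 µM, 1% DMSO / Technique: fluorescence intensity, excitation 480 nm, emission 540 nm / Reagent: fluorogenic phosphatase substrate OMFP at 25 µM final / Measure: percent inhibition scaled to no-enzyme and uninhibited-enzyme controls, plate-pattern corrected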
# * hit, by the source's call; i = inactive; x = not tested or not shown; + = active, no number.
SMILES,NadD block,LMPTP inh,Neddyl block,CSN deneddyl inh,DNMT1 inh,Rpn11 block,Rin1 Abl inh,Scp1 inh,SUMO1-SIM PPI,STEP block
CCOC(=O)c1sc(C)c2c1NC(C)(c1cccs1)NC2=O (stereo not drawn),-3.6,0.1,i,0.0,6.3,i,-20.3,-5.6,1.7,-1.8
N#CC1=C(N)OC2=C(C(=O)CCC2)C1c1ccccc1 (stereo not drawn),2.9,-2.5,i,-5.0,4.7,i,3.4,-2.5,-2.0,1.8
COc1cccc(C(=O)N2CCCC(Nc3ccc(C)c(C)c3)C2)c1 (stereo not drawn),-0.8,-0.3,i,0.1,-1.8,i,2.4,-4.6,-0.1,-1.2
COc1ccccc1NS(=O)(=O)c1ccccc1C#N,2.1,1.1,i,-0.9,-0.3,i,-0.1,-2.5,-1.1,-6.1
Nc1cc(N2CCOCC2)c(Cl)cc1[N+](=O)[O-],-2.4,-1.3,i,0.6,1.0,i,-9.3,-10.6,-31.4,3.9
O=C(O)C(CO)(c1ccccc1)c1ccccc1,3.6,0.8,i,-2.7,1.9,i,0.6,-3.0,-1.5,-1.6
COc1ccc(S(=O)(=O)Cc2ccc(C(=O)N3CCCC3)o2)cc1,-1.6,-1.2,i,-7.8,4.1,i,1.6,-15.2,2.5,1.6
Cc1cc(C)c(C(=O)COC(=O)c2cccnc2Cl)c(C)c1,0.5,1.0,i,8.0,1.0,i,-0.1,2.2,0.8,0.4
COc1ccc(N=C2C(=Nc3ccc(OC)cc3)N(c3ccc(N(C)C)cc3)C(=S)N2c2ccc(OC)cc2)cc1,2.5,3.7,i,4.3,-4.9,i,3.1,8.9,-21.4,2.9
O=C(Nc1ccc(C(F)(F)F)cc1)c1cc(-c2cccnc2)nc2ccc(Br)cc12,5.8,3.8,i,4.3,31.7,i,0.6,6.9,-3.7,1.8
CCOc1ccc(CNC(=O)C2CCN(S(=O)(=O)c3ccc4c(c3)CCCC(=O)N4)CC2)cc1,5.2,0.8,i,0.5,-2.7,i,-2.0,-2.5,-5.4,1.5
COc1cc(NS(=O)(=O)c2ccc(Br)cc2)c(OC)cc1NC(=O)c1ccco1,4.3,1.3,i,6.8,-10.6,x,2.9,-10.2,5.4,1.6
Clc1cccc(-c2cc3nc4c(c(N5CCN(c6cnccn6)CC5)n3n2)CCCC4)c1,27.5,7.8,x,-0.4,-8.0,i,1.7,25.2,-1.1,3.8
Cc1c2cnn(CC(=O)N3CCOCC3)c(=O)c2c(C)n1Cc1ccccc1F,2.6,-0.1,i,1.1,-2.3,i,-0.9,-6.5,2.1,0.2
Cc1cc(C(=O)N2CCN(c3cc(Cl)ccc3C)CC2)on1,-2.5,-0.9,i,-4.0,-0.1,i,-0.8,-6.5,4.7,-1.2
Cc1cc(NC(=O)CSc2nc3cc(C(=O)NCCCOC(C)C)ccc3c(=O)n2Cc2ccco2)no1,1.5,1.0,i,-8.9,18.7,i,-0.2,0.6,-0.8,-2.0
CC(C)(C)C(=O)COC(=O)CCc1nc2ccccc2[nH]c1=O,-2.3,1.6,i,-3.7,1.6,i,4.6,-1.1,-4.0,-2.4
O=C(COC(=O)CCC(=O)c1ccccc1)NCCc1ccccc1,-2.2,-0.5,i,2.2,1.9,i,-0.9,-0.8,-0.1,1.0
Cc1cccc(NC(=O)c2c(-c3ccccc3)noc2C)n1,-1.1,-0.6,i,-4.5,-1.0,i,0.6,-2.9,4.4,-3.5
NC(=O)C1(N2CCCCC2)CCN(C(=O)c2cccn3c(=O)c4cc(Cl)ccc4nc23)CC1,-2.3,-0.4,x,-1.9,1.4,i,-9.1,-4.4,-12.1,-3.2
NC(=O)N/N=C/C=C/c1ccccc1,-4.0,-0.4,i,8.2,1.1,i,2.2,-0.4,-10.1,0.9
Cc1nnc(Cl)c2nn(-c3ccccc3)c(C)c12,-7.0,-8.0,i,4.5,5.2,i,2.3,-7.6,-1.0,-0.9
COc1ccc(-c2cc(C(F)(F)F)nc(SCC(=O)N3CCOCC3)n2)cc1OC,-2.5,0.7,+,-3.8,13.8,i,0.6,-10.4,-2.2,0.5
CCn1c(=O)cc(SCC(=O)NCc2ccco2)c2ccccc21,-2.1,-1.5,i,-0.4,-0.7,i,-60.3,-1.7,4.3,0.8
Cc1ncoc1C(=O)N1CCCC(C(=O)c2ccc(-c3ccccc3)c(F)c2)C1 (stereo not drawn),-6.0,1.0,i,1.7,-1.4,i,-3.4,-9.0,0.1,3.3

# Arranged by value in STEP block (largest number first): some entries from above
SMILES | NadD block | LMPTP inh | Neddyl block | CSN deneddyl inh | DNMT1 inh | Rpn11 block | Rin1 Abl inh | Scp1 inh | SUMO1-SIM PPI | STEP block
Nc1cc(N2CCOCC2)c(Cl)cc1[N+](=O)[O-] | -2.4 | -1.3 | i | 0.6 | 1.0 | i | -9.3 | -10.6 | -31.4 | 3.9
NC(=O)N/N=C/C=C/c1ccccc1 | -4.0 | -0.4 | i | 8.2 | 1.1 | i | 2.2 | -0.4 | -10.1 | 0.9
CCn1c(=O)cc(SCC(=O)NCc2ccco2)c2ccccc21 | -2.1 | -1.5 | i | -0.4 | -0.7 | i | -60.3 | -1.7 | 4.3 | 0.8
Cc1cc(C(=O)N2CCN(c3cc(Cl)ccc3C)CC2)on1 | -2.5 | -0.9 | i | -4.0 | -0.1 | i | -0.8 | -6.5 | 4.7 | -1.2
O=C(O)C(CO)(c1ccccc1)c1ccccc1 | 3.6 | 0.8 | i | -2.7 | 1.9 | i | 0.6 | -3.0 | -1.5 | -1.6

# Further entries
SMILES,NadD block,LMPTP inh,Neddyl block,CSN deneddyl inh,DNMT1 inh,Rpn11 block,Rin1 Abl inh,Scp1 inh,SUMO1-SIM PPI,STEP block
Fc1ccccc1CNCC1CCCO1 (stereo not drawn),4.9,-2.3,i,-1.2,-1.4,i,-0.7,0.4,0.0,-3.1
COc1ccc(NC(=O)CN(C)C(=O)Cc2ccc3c(c2)OCCO3)cc1,-5.4,-0.3,i,1.5,1.0,i,-2.9,1.8,-2.4,0.2
O=C(NCC(c1ccco1)N1CCN(c2ccccc2F)CC1)C(=O)NC1CCCC1 (stereo not drawn),-4.6,0.1,i,-1.1,-1.4,i,-1.4,-2.0,3.2,2.5
O=C(Cn1cnc2c(cnn2-c2ccc(Cl)cc2)c1=O)N1CCN(c2ccccc2)CC1,0.8,-2.5,i,-0.8,8.2,i,-2.9,-4.9,-1.7,0.1
CC(C)(C)CC(C)(C)c1ccc(O)c(Cc2ccc(Cl)cc2Cl)c1,4.6,3.8,i,-1.8,-1.2,i,2.9,-20.0,0.5,2.0
CS(=O)(=O)c1ccc(Cl)c(NC(=O)CCN2C(=O)C3CC=CCC3C2=O)c1 (stereo not drawn),1.5,-1.3,i,1.8,-1.0,i,-0.5,-5.0,0.1,-2.9
CCOc1ccc(-n2nnc3c(=O)n(CC(=O)N4CCCc5ccccc54)cnc32)cc1,2.9,1.5,i,0.0,13.0,i,-1.5,-8.4,-1.8,1.6
CC(Oc1ccc(Cl)cc1Cl)C(=O)NC(Cc1ccccc1)C(=O)O (stereo not drawn),-0.8,-0.8,i,2.8,-5.2,i,2.4,-12.4,6.0,0.4
N#Cc1ccc(-c2nc3c4ccccc4ccn3c2Cc2cccc(Cl)c2)cc1,11.7,3.4,i,3.3,-15.2,i,0.6,x,-5.7,-1.9
CCOC(=O)c1csc(NC(=O)CSc2nnnn2-c2ccc(OCC)cc2)n1,3.5,-0.1,i,4.4,-0.2,i,2.9,-5.6,-1.8,-3.4
Cn1nc(C(=O)OCC(=O)c2ccc(Cl)cc2)c2ccccc2c1=O,-1.1,1.3,i,0.6,-0.8,i,-0.1,-10.4,-8.5,2.4
COCc1cc(C)nc(SCC(=O)Nc2cccc(C)c2)c1C#N,-1.3,-0.7,i,2.2,7.7,i,2.0,2.6,19.6,0.3
CN(CC(=O)Nc1ccc(Cl)cc1)C(=O)c1ccc(N2CCCC2=O)cc1,-2.4,-0.7,i,-3.3,-3.3,i,3.4,4.1,-1.3,-2.2
Nc1nnc(SCC(=O)OCC(=O)c2ccccc2)s1,-2.7,0.3,i,-1.7,6.6,i,1.7,-7.5,4.5,2.0
CCCCCN(C(=O)NC(=O)Nc1ccccc1C)S(C)(=O)=O,5.0,-0.9,i,1.0,0.1,i,1.4,-2.7,-2.7,-0.9
CCC(C(=O)NCCCN1CCN(C)CC1)n1nc(C)n2c(cc3occc32)c1=O (stereo not drawn),-5.9,-4.6,i,-1.2,0.4,i,-1.7,-6.2,8.7,-3.2
C#CCN(C[C@H]1[C@H](OC(=O)Nc2c(C)noc2C)[C@H](OC(=O)Nc2c(C)noc2C)C[C@H]2C(=O)N(c3ccccc3)C(=O)[C@@H]12)S(=O)(=O)c1ccc(C)cc1,3.7,-0.4,i,-0.8,-2.5,i,-0.8,x,3.2,-2.3
COc1cccc(C(C)(O)c2nc(-c3cccc(C#N)c3)cs2)c1 (stereo not drawn),-3.5,0.4,i,0.9,-1.2,i,0.8,x,5.5,-2.2
O=C(COC(=O)c1ccc[nH]c1=O)NCC1CCCO1 (stereo not drawn),-4.5,-1.3,i,-0.2,2.7,i,2.1,-7.3,-1.6,0.0
COc1ccc(N2CC(C(=O)Nc3nnc(SCC(=O)NC(C)(C)C)s3)CC2=O)cc1 (stereo not drawn),8.6,-1.3,i,-4.9,3.1,i,0.8,11.2,3.6,-0.8
COc1cc(OC)cc(C(=O)N[C@H](C(=O)NC23CC4CC(CC(C4)C2)C3)C(C)C)c1,-5.2,0.6,i,2.0,-0.4,i,-5.0,0.3,-5.0,0.2
CCCCOc1nc2c(c(=O)n(C)c(=O)n2C)n1C,-0.5,-0.4,i,-3.4,-0.5,i,0.3,-7.1,-3.7,-0.2
CSc1nc(C(C)C)ccc1CNC(=O)CC(C)c1ccccc1 (stereo not drawn),-7.7,2.3,i,-0.4,5.9,i,0.2,-1.8,5.2,3.9
CN1CCN(CCNC(=O)Cn2c(=O)c3cccn3c3ccc(F)cc32)CC1,-3.8,-3.4,i,-0.2,4.1,i,-3.1,0.2,-3.7,1.3
NC(=O)NC(CC(=O)N1CCc2ccccc2C1)c1ccc(Cl)cc1 (stereo not drawn),-4.8,-0.9,i,0.0,1.6,i,2.7,-2.0,-1.2,-3.0
Cc1nn(C)cc1CNC(=O)/C=C/c1cnn(C)c1,-0.8,-1.5,i,-6.1,1.4,i,-2.4,-1.8,2.2,5.6
COCCCNc1nc2cc(OC)c(OC)cc2c2nc(-c3ccccc3)nn12,-11.9,2.3,i,3.8,-8.4,i,-1.7,-6.8,7.4,2.4
CCCCn1c(N)c(N(CCC(C)C)C(=O)C2=NN(c3ccccc3)C(=O)CC2)c(=O)[nH]c1=O,0.9,-1.0,i,1.3,4.3,i,1.4,-5.7,-0.8,-0.1

# Source: PubChem BioAssay

# An unsorted share of the library; overall some 3.8% were active at least once.
